FadD28 FP inh: blocks FadD28 binding to the bisubstrate probe; inhibition, % at 12.5 µM; fluorescence polarization; 360,000 tested, 0.22% active; AID 588549; in the data active = inhibition above about 8.5%, passing the limit was not always enough; inconclusive = no clear call, values can overlap the other calls
GDH-TPI counter: GDH-TPI coupled enzyme inhibition counter-screen; GDH-TPI coupled enzyme counterscreen, NADH absorbance; inhibition, % at 4.8 µM; 360,000 tested, 1.2% active; in the data active = inhibition above about 30%;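 note: 0% = DMSO wells and 100% = wells lacking the enzyme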
Yp Topo-I inh: blocks Yersinia pestis topoisomerase I activity; Y. pestis Topo-I cleavage product accumulation, plate reader; activity, % at 10 µM; 360,000 tested, 0.064% active; AID 504884; in the data active = activity above about 50%, passing the limit was not always enough; inconclusive = no clear call, values can overlap the other calls; note: inactives centre near 2
PfHsp40 yeast: compounds rescuing yeast from Plasmodium falciparum HSP40 toxicity; growth rescue, % at 12.5 µM; 340,000 tested, 0.68% active; S. cerevisiae expressing PfHsp40, growth rescue, ATP luminescence; in the data active = growth rescue above about 28%, passing the limit was not always enough; inconclusive = no clear call, values can overlap the other calls;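 note: yeast W303a lacking pdr1 and pdr3 grown in galactose medium; growth measured after three days at 30 °C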
Mtb BioA inh: BioA (M. tuberculosis) enzyme inhibition | purified M. tuberculosis BioA enzyme, plate reader | inhibition, % at 9.99 µM | 360,000 tested, 0.096% active; in the data active = inhibition above about 40%; inconclusive = no clear call, values can overlap the other calls
TcdB GH inh: inhibitors of Clostridioides difficile toxin B glycohydrolase | inhibition, % at 9.99 µM | AID 652162 | 350,000 tested, 0.24% active | TcdB glycohydrolase enzymatic assay, plate reader; in the data active = inhibition above about 10%
BH1578 lux ind: induces V. cholerae light production without autoinducers. activation, % at 18.7 µM. 350,000 tested, 0.16% active. V. cholerae BH1578 lux reporter, luminescence, 6 h. AID 588436; in the data active = activation mostly above about 9.7%, no sharp cut-off; inconclusive = no clear call, values can overlap the other calls; inactive = mostly below about 3.7%; note: not every result past the cut was called active; inactives centre near 0; reference of the scale not given here
Mtb UGM inh: blocks M. tuberculosis UGM enzyme. inhibition, % at 10 µM. purified UGM, fluorescence polarization probe displacement. P9WIQ1. 320,000 tested, 0.06% active; in the data active = inhibition above about 10%, passing the limit was not always enough; inconclusive = no clear call, values can overlap the other calls
Target sequence (P9WIQ1 whole entry, looked up): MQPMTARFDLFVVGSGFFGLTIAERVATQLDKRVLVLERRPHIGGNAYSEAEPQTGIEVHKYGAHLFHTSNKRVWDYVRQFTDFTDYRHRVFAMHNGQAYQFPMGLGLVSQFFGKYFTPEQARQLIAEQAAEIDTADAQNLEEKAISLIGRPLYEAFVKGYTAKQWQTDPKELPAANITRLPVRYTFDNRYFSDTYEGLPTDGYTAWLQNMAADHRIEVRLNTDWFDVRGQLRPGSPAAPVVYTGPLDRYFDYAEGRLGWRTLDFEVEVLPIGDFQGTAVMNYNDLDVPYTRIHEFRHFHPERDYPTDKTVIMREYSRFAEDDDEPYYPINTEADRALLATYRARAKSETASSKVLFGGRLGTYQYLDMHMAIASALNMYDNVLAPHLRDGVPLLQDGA
Mtb FBA inh: inhibits M. tuberculosis FBA enzyme; purified M. tuberculosis FBA, fluorescence read-out; inhibition, % at 1 µM; 360,000 tested, 2.3% active; AID 588726; in the data active = inhibition above about 27%;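 note: 0% = vehicle and 100% = reference inhibitor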
Target sequence (P9WQA3 whole entry, looked up): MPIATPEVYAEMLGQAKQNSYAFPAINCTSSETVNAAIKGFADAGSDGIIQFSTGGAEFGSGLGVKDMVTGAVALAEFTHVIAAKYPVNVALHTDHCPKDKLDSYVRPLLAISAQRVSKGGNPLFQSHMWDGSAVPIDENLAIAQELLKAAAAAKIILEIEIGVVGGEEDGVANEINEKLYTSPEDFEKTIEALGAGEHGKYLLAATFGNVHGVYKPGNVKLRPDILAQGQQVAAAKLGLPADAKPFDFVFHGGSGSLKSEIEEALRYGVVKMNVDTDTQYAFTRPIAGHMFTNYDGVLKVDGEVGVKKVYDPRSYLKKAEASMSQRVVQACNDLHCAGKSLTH
Active calls of the source: *; i = inactive; ? = inconclusive; / = no result given. An unsorted share of the library; about 4.6% have a hit in one of these screens.

Sample of the layout (11 entries):
[1] COc1ccc(-c2ccc(CCC(=O)O)n2CC(=O)Nc2ccccc2C)cc1
[2] O=C(NCCO)c1nc2ccccc2s1
[3] COc1ccc(-c2nc3ccccc3n2Cc2ccc(C)cc2)cc1
[4] CCCS(=O)(=O)NC(=O)C1(C)CCCN(C(=O)c2cccs2)C1 (centres undefined)
[5] O=C(N=Nc1c(O)[nH]c2ccc([N+](=O)[O-])cc12)c1ccccc1[N+](=O)[O-]
[6] CCOC(=O)c1ccc(N2CCN(c3ccc(F)cc3)CC2)c(NC(=O)Nc2cccc(OC)c2)c1
[7] CC(C)C1Cc2[nH]c(=S)[nH]c(=O)c2C(c2ccc(F)cc2)O1 (centres undefined)
[8] CC1N/C(=C\C(=O)c2ccccc2)N(O)C1(C)C (centres undefined)
[9] Cc1cccc(NC(=O)c2cc([N+](=O)[O-])ccc2Cl)c1O
[10] CCOc1ccc(N(C)C(=O)CCc2nnc3ccc(N4CCCCC4)nn23)cc1
[11] Cc1ccc2sc(N(CCCN(C)C)C(=O)c3ccc(S(=O)(=O)N(C)C)cc3)nc2c1C
screen / no.	1	2	3	4	5	6	7	8	9	10	11
Mtb BioA inh	-2.2	/	/	-1.8	0.3	/	-1.2	-1.1	3.4	-3.1	/
TcdB GH inh	-0.9	/	/	0.7	1.7	0.9	0.5	/	1.5	2.3	-0.1
PfHsp40 yeast	0.0	-0.9	2.7	/	-1.8	1.3	/	1.3	-0.1	-0.1	1.5
FadD28 FP inh	0.0	-1.9	-14	-1.0	0.5	-4.0	-1.5	0.3	-1.5	-0.8	-2.3
BH1578 lux ind	2.3	i	5.3	-6.1	-0.4	-0.2	/	/	i	i	/
Mtb FBA inh	7	0	5	0	-8	-4	0	-2	-4	-2	0
GDH-TPI counter	-3	14	0	7	27	10	/	26	-3	3	-3
Mtb UGM inh	1.2	-2.7	0.1	/	3.9	7.3	/	-1.0	1.6	-2.0	2.3
Yp Topo-I inh	-1	5	?	-3	-18	2	/	1	-1	11	5

This part in full, from the first entry:
[1] COc1ccc(-c2ccc(CCC(=O)O)n2CC(=O)Nc2ccccc2C)cc1
[2] O=C(NCCO)c1nc2ccccc2s1
[3] COc1ccc(-c2nc3ccccc3n2Cc2ccc(C)cc2)cc1
[4] CCCS(=O)(=O)NC(=O)C1(C)CCCN(C(=O)c2cccs2)C1 (centres undefined)
[5] O=C(N=Nc1c(O)[nH]c2ccc([N+](=O)[O-])cc12)c1ccccc1[N+](=O)[O-]
[6] CCOC(=O)c1ccc(N2CCN(c3ccc(F)cc3)CC2)c(NC(=O)Nc2cccc(OC)c2)c1
[7] CC(C)C1Cc2[nH]c(=S)[nH]c(=O)c2C(c2ccc(F)cc2)O1 (centres undefined)
[8] CC1N/C(=C\C(=O)c2ccccc2)N(O)C1(C)C (centres undefined)
[9] Cc1cccc(NC(=O)c2cc([N+](=O)[O-])ccc2Cl)c1O
[10] CCOc1ccc(N(C)C(=O)CCc2nnc3ccc(N4CCCCC4)nn23)cc1
screen / no.	1	2	3	4	5	6	7	8	9	10
Mtb BioA inh	-2.2	/	/	-1.8	0.3	/	-1.2	-1.1	3.4	-3.1
TcdB GH inh	-0.9	/	/	0.7	1.7	0.9	0.5	/	1.5	2.3
PfHsp40 yeast	0.0	-0.9	2.7	/	-1.8	1.3	/	1.3	-0.1	-0.1
FadD28 FP inh	0.0	-1.9	-14	-1.0	0.5	-4.0	-1.5	0.3	-1.5	-0.8
BH1578 lux ind	2.3	i	5.3	-6.1	-0.4	-0.2	/	/	i	i
Mtb FBA inh	7	0	5	0	-8	-4	0	-2	-4	-2
GDH-TPI counter	-3	14	0	7	27	10	/	26	-3	3
Mtb UGM inh	1.2	-2.7	0.1	/	3.9	7.3	/	-1.0	1.6	-2.0
Yp Topo-I inh	-1	5	?	-3	-18	2	/	1	-1	11

[11] Cc1ccc2sc(N(CCCN(C)C)C(=O)c3ccc(S(=O)(=O)N(C)C)cc3)nc2c1C
[12] CC(=O)Nc1ccc(NC(=O)c2ccc(Cl)c(S(=O)(=O)N3CCc4ccccc43)c2)cc1
[13] COc1ccc([C@H]2C(C(=O)O)=C[C@@H](CC3CCCC3)N2S(=O)(=O)c2ccc(C)cc2)cc1OC
[14] CCN1CCc2c(C#N)c(N3CCOCC3)nc(N3CCOCC3)c2C1
[15] CCC(C(=O)NC1CC1)n1nc(C)c2c(C)n(-c3ccc(C)cc3)nc2c1=O (centres undefined)
[16] CCc1c(C)sc(NC(=O)c2cc(-c3ccc(OC)c(OC)c3)on2)c1C#N
[17] COc1ccc(N(CC(=O)NC2CC3CCC2C3)S(=O)(=O)c2ccc(C)c([N+](=O)[O-])c2)cc1 (centres undefined)
[18] CCN(CC)CCn1c(OC)cc(=O)[nH]c1=O
[19] CCSc1nnc(-c2cccnc2)n1-c1ccc(C)c(Cl)c1
[20] Cn1c(=O)c2c(ncn2CC(=O)Nc2ccc(Cl)cc2Cl)n(C)c1=O
screen / no.	11	12	13	14	15	16	17	18	19	20
Mtb BioA inh	/	0.4	0.8	-0.7	18	/	0.5	0.0	1.2	0.0
TcdB GH inh	-0.1	0.8	0.7	/	-1.5	/	1.5	/	3.8	/
PfHsp40 yeast	1.5	-0.4	0.8	-0.9	-1.6	1.1	0.0	-0.3	-0.8	0.0
FadD28 FP inh	-2.3	-3.1	0.6	-0.1	-0.9	0.0	/	1.3	-0.7	-2.9
BH1578 lux ind	/	i	-2.0	i	i	i	-0.2	i	-0.5	-0.4
Mtb FBA inh	0	-2	1	11	2	-2	-4	3	1	4
GDH-TPI counter	-3	11	-2	12	6	-1	5	4	19	-6
Mtb UGM inh	2.3	/	/	0.3	2.5	0.1	-2.9	2.7	-0.7	3.9
Yp Topo-I inh	5	4	19	-2	31	0	-3	-5	14	6

[21] O=C(Nc1nnc(C2CCCCC2)s1)c1ccc(Br)s1
[22] CCOC(=O)c1ccccc1NC(=O)CSc1nnc(Cc2cccn2C)n1-c1ccc(C)cc1
[23] CCN(CC)CCN1c2ccccc2Sc2ccc3ccccc3c21
[24] COc1ccccc1/C=C/c1onc(C)c1S(=O)(=O)N1CCC(C(=O)NC2CCCCCC2)CC1
[25] COc1ccc(C=NC(CO)C(O)c2ccc([N+](=O)[O-])cc2)cc1 (centres undefined)
[26] CC1(C)CC(=O)c2sc(NS(=O)(=O)c3ccc(Cl)cc3)nc2C1
[27] Cc1ccc(Cc2c(-c3ccco3)nc3c(C)cc(Br)cn23)cc1
[28] O=C(CCN1C(=O)C2CC=CCC2C1=O)NC1CCCCC1 (centres undefined)
[29] CCN(C(=O)COC(=O)c1ccccc1NC(=O)c1ccco1)C1CCS(=O)(=O)C1 (centres undefined)
[30] CCN(CC)CCNC(=S)Nc1ccc(Cl)cc1
screen / no.	21	22	23	24	25	26	27	28	29	30
Mtb BioA inh	-1.8	0.2	-0.6	-1.2	1.3	/	-1.3	-1.3	-1.2	/
TcdB GH inh	/	/	0.3	1.5	/	1.9	-3.5	-2.8	1.1	0.4
PfHsp40 yeast	-0.2	0.0	-1.3	2.6	0.3	0.9	/	-1.0	-0.5	-1.4
FadD28 FP inh	-6.0	-0.6	-2.2	-0.4	-1.2	/	-1.0	0.1	-1.6	-4.5
BH1578 lux ind	-0.2	-5.6	-11	i	-0.5	-0.2	/	-0.2	-0.6	-0.1
Mtb FBA inh	-7	1	4	0	5	-3	4	0	0	-1
GDH-TPI counter	1	4	9	3	-1	14	/	4	6	-12
Mtb UGM inh	-3.1	-0.2	1.4	2.6	-1.1	0.7	/	2.6	0.6	0.8
Yp Topo-I inh	-7	22	5	4	-4	9	/	6	-12	-4

[31] Cc1[nH]c2ccccc2c1C(=O)COC(=O)c1ccc([N+](=O)[O-])s1
[32] NC1=NC(c2cn[nH]c2-c2cccc(F)c2)n2c(nc3ccccc32)N1 (centres undefined)
[33] Cc1ccc(N2CC(C(=O)NCc3n[nH]c(=O)c4ccccc34)CC2=O)cc1C (centres undefined)
[34] CCS(=O)(=O)N1N=C(c2cccc(NS(C)(=O)=O)c2)CC1c1cccs1 (centres undefined)
[35] C#CCOc1c(Cl)cc(/C=C2/C(=O)ON=C2C)cc1OC
[36] NC(=O)c1ccc(CN2CCC(Cc3ccccc3)CC2)cc1
[37] O=C(O)C1C2c3ccccc3C(=O)C1(C(=O)O)c1ccccc12 (centres undefined)
[38] Cc1ccccc1NC(=O)CN(c1ccc(F)cc1)S(C)(=O)=O
[39] Cc1ccc(N=C2NC(=O)CC(C(=O)Nc3ccc4c(c3)OCO4)S2)cc1 (centres undefined)
[40] Cc1cc(NC(=O)CSc2nnc(-c3c[nH]c4ccccc34)n2C)no1
screen / no.	31	32	33	34	35	36	37	38	39	40
Mtb BioA inh	16	/	-0.7	2.2	0.4	/	-0.1	-2.0	-1.1	1.7
TcdB GH inh	0.0	-2.0	1.6	-0.2	0.8	0.6	7.3	/	-0.6	-1.1
PfHsp40 yeast	-2.0	-0.3	0.4	-1.4	0.1	0.5	-0.9	-1.2	-1.5	-0.9
FadD28 FP inh	-5.7	-4.2	-0.4	-2.6	-0.1	-2.7	-3.3	-3.7	-3.3	0.2
BH1578 lux ind	i	i	i	-2.5	-0.1	-0.2	-8.3	i	i	-0.3
Mtb FBA inh	0	2	4	4	-1	0	-5	2	1	-2
GDH-TPI counter	10	1	6	9	9	-2	-1	4	-6	4
Mtb UGM inh	-6.1	-0.2	0.2	0.8	1.6	0.4	/	-4.1	1.1	3.2
Yp Topo-I inh	-10	8	-1	5	2	4	9	-4	11	2

[41] O=C(CCNC(=O)c1ccc(Br)cc1)NNC(=O)c1ccccc1
[42] CCN(CC)S(=O)(=O)c1ccc(NC(=O)c2cc(-c3ccccc3)nc3ccccc23)cc1
[43] CCSc1nnc(NC(=O)CCNC(=O)c2ccccc2Cl)s1
[44] Cc1cccc(NC(=O)CSc2nnc(-c3ccccc3)n2N)c1
[45] O=C(N/N=C/c1ccc(OC(=O)c2ccc3c(c2)OCO3)cc1)c1cncc(Br)c1
[46] COc1ccc(C(=O)N(CCc2ccccc2)Cc2ccccc2)c(OC)n1
[47] CCn1c(NCc2ccccn2)nc2ccccc21
[48] CCOc1ccccc1C=C1SC(=S)N(CC)C1=O
[49] COc1cc2c(=O)n(Cc3ccco3)c(=O)n(CC(=O)c3ccc(Br)cc3)c2cc1OC
[50] CNC(=O)CSc1nnc(-c2ccco2)n1-c1cccc(C)c1
screen / no.	41	42	43	44	45	46	47	48	49	50
Mtb BioA inh	-1.7	-1.6	-1.0	1.1	-1.0	/	0.2	-3.6	-0.7	0.5
TcdB GH inh	1.9	0.1	0.5	/	/	-2.1	/	-0.1	/	1.4
PfHsp40 yeast	-0.9	-0.3	-1.2	-0.3	-0.9	2.3	-0.2	-0.6	-0.7	-0.6
FadD28 FP inh	-2.6	-0.3	-3.3	-1.3	-0.5	-1.8	0.5	/	-0.7	0.0
BH1578 lux ind	i	-0.7	-4.2	i	-0.2	0.9	i	i	-5.2	i
Mtb FBA inh	-2	5	-1	0	-1	0	2	1	1	1
GDH-TPI counter	1	17	0	4	10	-1	3	15	14	5
Mtb UGM inh	-0.9	0.4	1.0	-0.5	0.3	-0.8	1.1	/	-5.3	0.2
Yp Topo-I inh	-3	2	-2	4	1	49	0	-7	0	4

[51] CNC(=O)N(O)C1N(C)C(=O)N(CC(=O)OC)C1(C)C (centres undefined)
[52] CC(C)c1nc2sc3c(SCCN(C)C)ncnc3c2c2c1CCC2
[53] COc1ccc(N=C2NC(=O)CS2)c([N+](=O)[O-])c1
[54] O=C1CC(N(O)c2ccccc2)C(=O)N1c1cc(Cl)cc(Cl)c1 (centres undefined)
[55] O=C(Nc1nc(-c2ccccn2)cs1)c1ccc2c(c1)OCCO2
screen / no.	51	52	53	54	55
Mtb BioA inh	-2.1	7.7	/	0.2	-0.7
TcdB GH inh	/	0.5	-0.4	/	-9.4
PfHsp40 yeast	-1.1	-0.8	-0.4	3.4	1.2
FadD28 FP inh	-0.9	-6.0	0.8	-3.2	-5.7
BH1578 lux ind	-3.2	-0.5	1.0	i	/
Mtb FBA inh	-4	1	-2	1	1
GDH-TPI counter	10	-8	3	-3	19
Mtb UGM inh	0.0	/	-0.3	-0.6	1.3
Yp Topo-I inh	0	4	-2	-5	-2
